Bioassay records: PubChem BioAssay, several laboratories
RPL19A-GFP yeast: RPL19A-GFP expression modulators in yeast, primary screen, cell-based, S. cerevisiae, multiplex flow cytometry, MLPCN; S. cerevisiae RPL19A-GFP strain, 3 h; hits give low values; percent response vs DMSO, % at 10 µM; 330,000 compounds, 0.3% hits; AID 2025, 2009;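 active = percent response vs DMSO below 50%; inconclusive = fewer than 70 events counted for the yeast strain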;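 note: median channel GFP fluorescence of the barcoded RPL19A-GFP strain; ratio of sample median GFP to plate DMSO average so 100% = DMSO; lower means less RPL19A-GFP as with rapamycin TOR inhibition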
Efflux pump mplx: inhibitors of Candida efflux pumps in yeast, primary screen, S. cerevisiae, Nile Red, multiplex | S. cerevisiae Candida pump triplex | 330,000 compounds, 0.44% hits | inhibition, % at 10 µM | AID 485275, 2010;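 active = plate passing quality check with inhibition over a set limit, or well fluorescence over plate mean plus 4 SD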;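 note: Nile Red retained in pooled yeast measured as flow cytometry median fluorescence; 0% = buffer negative control and 100% = Enniatin B positive control; higher means more Nile Red kept so more efflux inhibition; some compounds called inactive have numbers as strong as hits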
AHR act: AHR activators, primary screen, cell-based, luminescence, luciferase reporter, human. Aryl hydrocarbon receptor (Homo sapiens), P35869. activation, % at 5 µM. AID 2796, 2010. 320,000 compounds, 2.5% hits. AHR-responsive luciferase reporter cells; in the data active = activation above about 47%;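 note: 0% = vehicle wells and 100% = reference agonist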
Target sequence (P35869 whole entry, looked up): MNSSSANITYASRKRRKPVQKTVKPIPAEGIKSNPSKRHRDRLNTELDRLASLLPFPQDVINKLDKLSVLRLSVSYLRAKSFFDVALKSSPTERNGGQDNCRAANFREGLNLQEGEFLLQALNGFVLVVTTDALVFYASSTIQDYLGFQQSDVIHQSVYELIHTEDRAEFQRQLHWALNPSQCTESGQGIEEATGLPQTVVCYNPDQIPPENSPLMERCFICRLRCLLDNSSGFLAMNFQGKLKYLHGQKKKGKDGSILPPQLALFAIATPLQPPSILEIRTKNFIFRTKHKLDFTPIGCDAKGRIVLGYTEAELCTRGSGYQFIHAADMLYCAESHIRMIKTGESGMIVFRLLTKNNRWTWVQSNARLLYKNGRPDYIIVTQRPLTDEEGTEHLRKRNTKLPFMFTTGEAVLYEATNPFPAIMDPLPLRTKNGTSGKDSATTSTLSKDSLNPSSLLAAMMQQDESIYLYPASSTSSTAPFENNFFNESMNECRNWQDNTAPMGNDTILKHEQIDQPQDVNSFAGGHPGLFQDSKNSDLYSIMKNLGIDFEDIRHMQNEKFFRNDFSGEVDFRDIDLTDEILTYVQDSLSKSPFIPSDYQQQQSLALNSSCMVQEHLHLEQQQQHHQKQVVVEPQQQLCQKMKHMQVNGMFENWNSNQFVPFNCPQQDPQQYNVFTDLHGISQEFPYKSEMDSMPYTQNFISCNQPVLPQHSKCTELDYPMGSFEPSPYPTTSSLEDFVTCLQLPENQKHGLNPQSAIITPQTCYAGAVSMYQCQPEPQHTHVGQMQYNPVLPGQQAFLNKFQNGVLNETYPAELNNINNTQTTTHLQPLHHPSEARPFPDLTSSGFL
MEP2 TOR yeast: modulators of MEP2-GFP levels in yeast, primary screen, S. cerevisiae, multiplex flow cytometry, MLPCN library | 330,000 compounds, 0.51% hits | GFP response vs DMSO, % at 10 µM | AID 2016, 2009 | S. cerevisiae MEP2-GFP strain, 3 h; 100% = DMSO control level;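 active = GFP response versus DMSO above a set limit, roughly screen mean plus 3 SD, cut at about 180% in these data; inconclusive = fewer than 70 cells counted for a yeast strain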;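 note: median GFP fluorescence of the barcode-gated MEP2-GFP cells per well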
LAP4 TOR yeast: modulators of LAP4-GFP expression in yeast, primary screen, S. cerevisiae, multiplex flow cytometry, MLPCN library | 3 h; median GFP as percent of DMSO wells | GFP response vs DMSO, % at 10 µM | 320,000 compounds, 0.34% hits;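 active = GFP response vs DMSO above a set limit, about the screen mean plus 3 SD, cut at about 150% in these data; inconclusive = under 70 cell events counted for the yeast strain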
CIT2 TOR yeast: modulators of CIT2-GFP expression in yeast, primary screen, S. cerevisiae, GFP fusion, multiplex flow cytometry, MLPCN library. S. cerevisiae CIT2-GFP strain, 3 h; 100 means same as DMSO wells. 320,000 compounds, 0.065% hits. AID 2029, 2009. GFP response vs DMSO, % at 10 µM;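 active = GFP response relative to DMSO above a set limit, near the screen mean plus 3 SD, cut at about 150% in these data; inconclusive = Fewer than 70 cells measured for a yeast strain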;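 note: ratio of well median GFP fluorescence to mean of DMSO wells on the plate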
CR mimetic SO: reduction of superoxide in aged yeast, primary screen, HTS; S. cerevisiae aged cells, superoxide DHE fluorescence; hits give low values; superoxide response (% of plate mean), % at 10 µM; 330,000 compounds, 0.18% hits; AID 2690, 2010;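 active = superoxide response under a set limit, about three screen SD below normal, cut at about 65% in these data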;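 note: yeast aged for seven days with compound at 30 °C before DHE staining; 100% = average MFI of all compound-treated wells on the plate with controls excluded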
AGP1-GFP MLPCN: modulators of AGP1-GFP expression in yeast TOR pathway, primary screen, cell-based, multiplex flow cytometry, S. cerevisiae, MLPCN library; 3 h; GFP as percent of DMSO wells; GFP response vs DMSO, % at 10 µM; 320,000 compounds, 0.02% hits;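 active = GFP response relative to DMSO above a set limit, near screen average plus 3 SD, cut at about 150% in these data; inconclusive = fewer than 70 cells counted for the yeast strain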;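 note: median GFP channel fluorescence of the gated AGP1 strain per well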
Active calls of the source: *; ? = inconclusive; / = no result given. Rows are unselected, and some 3.9% of all compounds hit somewhere here.

SMILES	RPL19A-GFP yeast	Efflux pump mplx	AHR act	MEP2 TOR yeast	LAP4 TOR yeast	CIT2 TOR yeast	CR mimetic SO	AGP1-GFP MLPCN
O=C(Cc1ccc(S(=O)(=O)N2CCCC2)s1)NC1CCCCCC1	98	0.0	6	95	93	106	101	101
COc1nc(Nc2ccc([N+](=O)[O-])cc2)nc(NC2CCCCC2)n1	103	0.1	1	96	92	99	105	97
O=[N+]([O-])c1ccc(/C=N/N2CCN(c3ccncc3S(=O)(=O)N3CCCCC3)CC2)cc1	97	0.3	-1	109	121	97	124	108
C=Cc1ccc(C2=CC(=O)C[C@H](c3ccc(OC)cc3)C2)cc1	91	0.1	6	86	105	81	77	88
COc1cccc(CC(NC(C)=O)C(=O)NC2CCN(c3c(Cc4ccccc4)c(C)nc4ncnn34)CC2)c1 (stereo not drawn)	104	0.9	-2	100	97	106	105	101
C=CCOC(=O)C(=O)/C=C/c1csc2ccccc12	93	-0.1	25	90	138	91	105	81
NS(=O)(=O)c1ccc(N/N=C/c2ccc(C(=O)O)cc2)c([N+](=O)[O-])c1	106	0.0	3	108	98	110	97	109
Cc1ccc(CCNc2ccc3ccccc3c2)cn1	101	0.0	1	110	111	113	103	98
CNc1nc(SC)nc2ccccc12	97	0.2	1	89	94	88	98	93
COc1ccc2c(c1OC)C(C1c3c(cc4c(c3OC)OCO4)CCN1C)OC2=O (stereo not drawn)	99	-0.1	10	102	101	102	82	108
CCN(C(=O)c1coc(=O)c2ccccc12)c1cc(OC)ccc1OC	93	-0.2	-2	95	87	99	92	98
O=C(c1csc2ccccc12)N1CCCCCC1	92	0.1	1	102	106	87	106	97
Cn1c(=O)[nH]c(=O)c2c1nc(SCC(O)CO)n2CCCc1ccccc1 (stereo not drawn)	105	-0.1	2	105	101	108	107	105
CC(C)(C)NC(=O)CSc1nnc(Cc2ccc3c(c2)OCO3)n1C1CCCCC1	105	0.1	1	106	107	112	89	110
COc1cccc(-c2nc(CS(=O)(=O)CC(=O)N3CCN(C)CC3)c(C)o2)c1	113	-0.1	4	113	115	137	79	122
CCN(C(=O)COC(=O)c1ccccc1SCC(=O)N1CCCC1)C1CCS(=O)(=O)C1 (stereo not drawn)	108	-0.1	0	109	107	102	105	111
CCOc1ccc(Br)cc1S(=O)(=O)NC1CC(C)(C)NC(C)(C)C1	100	0.1	/	106	104	105	102	104
Cc1cc(C)c(NC(=O)C[N+](C)(C)CC(O)COc2cccc3ccccc23)c(C)c1 (stereo not drawn)	102	0.3	0	107	107	106	98	112
CC(C)Sc1nnc(NC(=O)C2CC2)s1	104	-0.1	16	92	100	104	95	105
COc1ccc2c(c1)cc(C(=O)N[C@@H](Cc1ccccc1)C(=O)N[C@@H](C)C(=O)O)n2C	105	0.1	-1	113	103	121	106	112
Cc1ccc2c(c1)N(CC(=O)NCc1cccs1)C(=O)CO2	97	-0.1	0	96	102	99	97	101
CC1=CC(C)(C)Nc2ccc(OS(=O)(=O)c3ccc(C)cc3)cc21	101	0.0	11	104	110	86	131	103
CCN(CC)c1ccc(/C=N/n2c(-c3ccccc3Br)n[nH]c2=S)cc1	94	0.0	7	91	96	96	93	103
COc1ccc(CN2C(=NC(=O)C3CCCCC3)SC3CS(=O)(=O)CC32)cc1 (stereo not drawn)	95	0.0	6	92	86	98	86	90
O=C1CCCN2N=C(SCC(=O)Nc3cccc(C(F)(F)F)c3)SC2=N1	103	-0.1	2	106	102	104	102	110
CC(=O)c1ccc(-n2c(-c3cc(-c4ccco4)[nH]n3)n[nH]c2=S)cc1	89	-0.1	2	122	106	108	98	115
CCC(CC)NC(=O)C1CCN(S(=O)(=O)c2cccs2)CC1	98	0.2	0	98	93	102	120	98
CC1c2cc3c(cc2CCN1CC(=O)Nc1ccccc1)OCCCO3 (stereo not drawn)	97	-0.1	0	107	108	102	103	104
COCCC(=O)N1CCc2c([nH]c3ccccc23)C1C(C)(C)C (stereo not drawn)	93	0.1	12	90	85	92	91	89
Cc1occc1-c1nnc(SCC(=O)N2CCCCC2)o1	96	-0.2	0	93	97	100	101	100
COc1cccc(-c2nnn(CC(=O)N3CCCCC3)n2)c1	92	0.0	3	91	80	97	106	90
COc1cc2ccccc2cc1C(=O)OCC(=O)N1CCOCC1	100	0.1	1	101	101	92	110	102
COc1ccc(OC)c(NC(=O)Cc2coc3cc(C)cc(C)c23)c1	101	0.1	3	101	102	97	94	96
O=C(Cc1ccccc1F)N1CCN(S(=O)(=O)c2ccc(Cl)cc2)CC1	91	-0.1	0	98	94	95	90	96
CC1Oc2ccccc2N(Cc2ccccc2F)C1=O (stereo not drawn)	95	0.3	2	99	95	87	89	95
Cc1cccc(-n2c(=O)[nH]c3c(C(N)=O)nc(-c4ccccc4Cl)nc32)c1	102	0.0	94*	97	88	106	107	91
CCOC(=O)C1=C(C)N=c2s/c(=C\c3cc(OC)c(OC)c(OC)c3)c(=O)n2C1/C=C/c1ccccc1 (stereo not drawn)	98	0.0	0	113	123	103	96	112
CCOC(=O)c1nc2cc3n(c(C)c-2c1C)C(C)C(C)=C3C (stereo not drawn)	96	0.0	11	98	99	93	104	99
CC(=O)c1nn(-c2ccc(Cl)cc2)c(=O)[nH]c1=O	98	-0.1	21	117	115	116	102	111
NS(=O)(=O)c1cc2c(cc1Cl)NC(CC1CCCC1)NS2(=O)=O (stereo not drawn)	103	-0.1	1	106	94	106	89	102

Exported with each value named: part of the list above
SMILES: NS(=O)(=O)c1cc2c(cc1Cl)NC(CC1CCCC1)NS2(=O)=O (stereo not drawn)
  RPL19A-GFP yeast: 103	Efflux pump mplx: -0.1	AHR act: 1	MEP2 TOR yeast: 106	LAP4 TOR yeast: 94	CIT2 TOR yeast: 106	CR mimetic SO: 89	AGP1-GFP MLPCN: 102
SMILES: COc1ccc(OC)c(NC(=O)Cc2coc3cc(C)cc(C)c23)c1
  RPL19A-GFP yeast: 101	Efflux pump mplx: 0.1	AHR act: 3	MEP2 TOR yeast: 101	LAP4 TOR yeast: 102	CIT2 TOR yeast: 97	CR mimetic SO: 94	AGP1-GFP MLPCN: 96
SMILES: Cc1cccc(-n2c(=O)[nH]c3c(C(N)=O)nc(-c4ccccc4Cl)nc32)c1
  RPL19A-GFP yeast: 102	Efflux pump mplx: 0.0	AHR act: 94*	MEP2 TOR yeast: 97	LAP4 TOR yeast: 88	CIT2 TOR yeast: 106	CR mimetic SO: 107	AGP1-GFP MLPCN: 91

Next section:
SMILES	RPL19A-GFP yeast	Efflux pump mplx	AHR act	MEP2 TOR yeast	LAP4 TOR yeast	CIT2 TOR yeast	CR mimetic SO	AGP1-GFP MLPCN
O=C(CNc1ccccc1)NNC1=NCCC1	108	-0.1	0	105	94	103	91	103
COc1cc2c(cc1OC)C(C)N(CCN1C(=O)c3ccccc3C1=O)CC2 (stereo not drawn)	103	-0.4	0	108	99	105	104	103
CCCCN(C)CCCNC(=O)CC1Oc2ccccc2NC1=O (stereo not drawn)	100	-0.2	7	105	96	105	95	102
COc1ccc(/C(=N\Nc2ccccc2C(=O)O)c2ccccc2)cc1	104	-0.1	3	109	105	97	76	95
CCc1ccc(C2CC(c3ccccc3C)n3nc(N)nc3N2)cc1 (stereo not drawn)	97	0.5	0	101	103	98	96	104
Cc1ccc(C)c(S(=O)(=O)N2CCCOC2CNC(=O)C(=O)NCc2ccc3c(c2)OCO3)c1 (stereo not drawn)	100	0.2	1	94	88	98	94	96
COc1cc(C2C(C#N)=C(N)Oc3cc(O)ccc32)cc2c1OCO2 (stereo not drawn)	102	-0.1	4	102	95	92	98	101
Cc1ccc(NC(=O)CSc2nc(C)c(C)c(C)n2)c([N+](=O)[O-])c1	103	-0.1	3	103	103	92	102	100
Cc1ccc(N2CCN(c3ccc(NC(=O)CCC(=O)O)cc3)CC2)cc1	101	-0.2	-2	90	90	99	94	96
O=C(Nc1nnc(Cc2ccc([N+](=O)[O-])cc2)s1)Nc1ccccc1F	108	0.0	6	108	100	110	88	108
Cc1c(NC2=CC(=O)CCC2)c(=O)n(-c2ccccc2)n1C	99	-0.1	2	97	115	90	94	107
OCC1(CCc2ccccc2)CCCN(C/C=C/c2ccccc2)C1 (stereo not drawn)	100	0.0	4	110	92	101	99	81
CCN(CC)CCn1c2c(c(SCC(=O)Nc3ccc(C)c(F)c3)nc1=O)CCCC2	100	0.0	0	102	114	118	97	111
Cc1nc(-c2ccc(NC(=O)C3CC3)cc2)cs1	100	-0.1	-1	97	122	86	94	100
Cc1ccc(C)c(-c2nnc(OCC(=O)Nc3cc(C)on3)c3ccccc23)c1	100	0.1	2	110	103	104	101	105
CN(CC(=O)NCc1ccco1)S(=O)(=O)c1ccc(F)cc1	102	0.1	3	101	96	98	102	100
CCOC(=O)C1=C(C)N=c2s/c(=C\c3ccc(O)c([N+](=O)[O-])c3)c(=O)n2C1c1ccccc1OC (stereo not drawn)	99	0.6	1	106	88	105	124	98
O=C(Cn1cccc1C(=O)c1ccccc1)NCCCN1CCc2ccccc2C1	100	-0.2	2	92	119	93	98	97
Cc1ccc(CNC(=O)CCNC(=O)c2ccc([N+](=O)[O-])cc2)cc1	97	-0.2	9	100	96	99	98	98
COc1ccccc1NC(=O)c1cc(C)nc2ccccc12	103	0.3	74*	107	88	98	109	97
Cc1cccn2c(=O)nc(SCC(=O)c3ccccc3)nc12	96	-0.1	7	94	115	101	86	104
COc1ccc(/C=N/Nc2ccc([N+](=O)[O-])cc2S(=O)(=O)N2CCN(C)CC2)cc1	?	-13	1	?	?	?	96	?
C/C(Cl)=C\Cn1c(O)c(N=NC(N)=S)c2cc(Br)ccc21	105	-0.3	0	93	95	95	130	104
COC(=O)Nc1cc([N+](=O)[O-])ccc1OC	100	-0.1	4	100	97	108	91	100
CN(C)CCNC(=O)C(=O)Nc1ccc2c(c1)N(S(=O)(=O)c1cccs1)CCC2	99	-0.1	-2	100	103	84	101	110
O=C(c1cnn2c(C(F)F)cc(-c3ccccc3)nc12)N1CCSCC1	101	0.0	0	99	100	99	102	98
Cc1cc(-c2ccccc2)nc(-c2ccccc2)c1C	102	-0.1	2	98	82	80	92	82
CC1CCc2c(sc3ncnc(N4CCOCC4)c23)C1 (stereo not drawn)	104	0.0	-1	107	116	109	100	96
CC1CCC(NC(=O)CN2C(=O)COc3ccc(S(=O)(=O)N4CCCC4)cc32)CC1 (stereo not drawn)	102	-0.1	2	101	102	103	97	102
O=c1oc2ccccc2c(O)c1C=NCc1ccccn1	106	0.2	2	108	111	103	102	107
CCN(C(=O)CSc1nc(C)cc(=O)[nH]1)C1CCCCC1	110	0.2	0	102	103	102	102	103
Cc1cccc(NC(=O)CCCN2C(=O)C3CC=CCC3C2=O)c1 (stereo not drawn)	114	0.1	1	116	87	/	90	99
Clc1ccc(CNc2nc(CN3CCOCC3)nc3scc(-c4ccccc4)c23)cc1	101	-0.1	-1	106	89	95	90	96
CCN(CC)CCOC(=O)c1c(C)n(C)c2ccc(OC)cc12	104	0.2	16	92	92	98	99	123
CCOc1ccc(Br)cc1S(=O)(=O)Nc1ccc(C(=O)OCC(=O)Nc2ccc(C#N)cc2)cc1	97	-0.1	-1	93	110	99	100	102
CCOc1ccc(CNC(=O)NS(=O)(=O)c2ccc(OC)cc2)cc1	99	5.9*	-1	106	95	93	107	98
